High-throughput results as filed in PubChem BioAssay.
p53 reactivation – mutant p53 re-activation in reporter cells; H1299 p53-A138V BP100-luciferase reporter, luminescence, 24 h; Potency, µM (doses to about 92.2 µM), for inactives: at the top dose activity change, positive = activation, actives largely listed as activators; 0.063% of 320,000 active; AID 504706; also: % of control where 0% means no effect; nearly all actives have a fitted effect of over 45% in size
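H1299 (p53-null), stable ts p53-A138V + BP100-Luc; 1000 cells/well, Opti-MEM/10% FBS; cpd 4 pt, 1:5; 24 h, 37 deg C, 5% CO2; detection reagent 10 min RT; luminescence.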
FLuc counter – inhibits or activates purified firefly luciferase, miR-21 counter-screen | P08659 | purified FLuc, Km substrates, luminescence inhibition | Potency, µM (series often up to 57.5 µM), for the others: at the highest dose activity change, negative = inhibition, usual class: inhibitors | 6.9% of 360,000 active | AID 588342;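 also: plate controls were vehicle for no effect and reference inhibitor for full effect; nearly all actives have a fitted effect of over 55% in size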
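Purified P. pyralis luciferase, 10 nM final, with Km-level 10 uM D-luciferin and 10 uM ATP in 50 mM Tris acetate pH 7.5, 10 mM Mg acetate, 0.01% Tween-20, 0.05% BSA; 6-point qHTS titration about 60 µM downward; luminescence read.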
RORgamma inh – blocks mouse ROR gamma transcriptional activity; Drosophila S2 Gal4-RORgamma UAS-luciferase reporter, 20 h; Potency, µM (highest dose often 53.6 µM), without a hit: top-dose activity change, negative = inhibition, usual class: inhibitors; 5.4% of 310,000 active; AID 2551; also: % is scaled to controls: 0 for no effect and ±100 for the full control effect; nearly all actives have a fitted effect of over 60% in size
Target sequence (P51450 whole entry, looked up, the tested form may be a part): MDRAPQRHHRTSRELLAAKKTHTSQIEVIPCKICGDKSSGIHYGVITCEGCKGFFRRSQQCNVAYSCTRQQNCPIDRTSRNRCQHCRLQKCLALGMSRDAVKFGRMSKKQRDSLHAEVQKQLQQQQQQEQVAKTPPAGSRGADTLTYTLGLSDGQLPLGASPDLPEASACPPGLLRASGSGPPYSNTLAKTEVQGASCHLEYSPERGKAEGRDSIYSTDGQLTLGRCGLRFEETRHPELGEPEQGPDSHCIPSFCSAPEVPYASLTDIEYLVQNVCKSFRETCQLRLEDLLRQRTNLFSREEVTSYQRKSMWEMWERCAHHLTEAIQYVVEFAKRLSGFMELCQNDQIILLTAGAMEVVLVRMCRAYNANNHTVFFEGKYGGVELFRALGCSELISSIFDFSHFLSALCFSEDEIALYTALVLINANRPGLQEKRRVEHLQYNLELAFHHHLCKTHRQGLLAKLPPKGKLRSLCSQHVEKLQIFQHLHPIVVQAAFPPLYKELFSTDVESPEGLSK
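Stably transfected Drosophila Schneider cells are the test system, with ROR gamma fused to Gal4 and luciferase under UAS control; luminescence is read after 20 hr of 700 uM copper sulfate induction at ambient temperature.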
Rab9 promoter act – activates the Rab9 promoter | Huh7 Rab9 promoter-luciferase reporter, luminescence, 24 h | Potency, µM (top dose mostly 9.22 µM), inactives show at the highest dose activation, negative = inhibition, actives largely listed as activators | 2.8% of 320,000 active | AID 485297; also: % of control where 0% means no effect; nearly all actives have a fitted effect of over 60% in size
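Stable Rab9-luc Huh7, 1500 cells/well, 2 h settle; cmpd in DMSO, 24 h, 37 °C/5% CO2; luciferase reagent 10 min RT; luminescence.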
VP16 counter – Gal4-VP16 reporter inhibition counter-screen | Drosophila S2 Gal4-VP16 UAS-luciferase, luminescence, 20 h | Potency, µM (top dose mostly 53.6 µM), inactives show top-dose activity, negative = inhibition, usual class: inhibitors | 3.5% of 310,000 active | AID 2546;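 also: Gal4-VP16 expression switched on by copper sulfate through the metallothionein promoter; % is scaled to controls: 0 for no effect and ±100 for the full control effect; nearly all actives have a fitted effect of over 50% in size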
uPA generation – blocks generation of uPA at the cell surface; cell surface uPA generation assay, qHTS; Potency, µM (top dose mostly 38.3 µM), for the others: at the highest dose activity change, negative = inhibition, usual class: inhibitors; 0.31% of 330,000 active; active = well fitted inhibition curve with a large enough effect; inconclusive = small, poorly fitted or top-dose-only effect; inactive = no such curve, though single readings can be large or run the other way; tested in mouse RAW 264.7 cells; also: % is scaled to controls: 0 for no effect and ±100 for the full control effect; nearly all actives have a fitted effect of over 55% in size
MBNL1 CUG block – inhibitors of human MBNL1 binding to CUG repeat RNA; Potency, µM (doses to about 57.5 µM), for the others: top-dose activity change, negative = inhibition, usual class: inhibitors; 0.036% of 280,000 active; Q9NR56; TR-FRET MBNL1-His/biotin-(CUG)12 binding, 665/545 ratio; active = well fitted inhibition curve with a large enough effect in the signal ratio, with a control signal flat, not every such curve was filed as active; inconclusive = small, poorly fitted or top-dose-only effect, or effect the other way, or a change in a side signal; inactive = no such curve, though single readings can be large or run the other way; the % refers to the signal ratio; also: % is scaled to controls: 0 for no effect and ±100 for the full control effect
Target sequence (Q9NR56 whole entry, looked up): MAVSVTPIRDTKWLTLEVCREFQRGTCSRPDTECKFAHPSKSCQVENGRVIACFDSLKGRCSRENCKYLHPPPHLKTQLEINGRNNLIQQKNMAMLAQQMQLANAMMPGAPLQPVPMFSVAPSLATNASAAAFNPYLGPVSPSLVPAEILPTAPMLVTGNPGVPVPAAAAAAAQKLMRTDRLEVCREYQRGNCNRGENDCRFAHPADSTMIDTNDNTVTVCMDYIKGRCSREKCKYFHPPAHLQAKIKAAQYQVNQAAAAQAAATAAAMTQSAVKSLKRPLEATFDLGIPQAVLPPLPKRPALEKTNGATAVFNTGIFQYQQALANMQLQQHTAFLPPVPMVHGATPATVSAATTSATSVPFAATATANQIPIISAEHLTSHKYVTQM
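Inhibition of protein-RNA binding appears as loss of TR-FRET between terbium anti-His antibody on MBNL1-His and streptavidin-XL665 on biotin-(CUG)12. Activity is normalized to buffer-only and uninhibited-complex controls.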
NPC1 promoter act – activates the NPC1 promoter. Huh7 NPC1 promoter luciferase reporter, 24 h. Potency, µM (top dose mostly 9.22 µM), without a hit: top-dose activation, most hits filed as activators. 2.4% of 320,000 active. AID 485313;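 also: % of control where 0% means no effect; nearly all actives have a fitted effect of over 60% in size; reporter is driven by a mutant NPC1 promoter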
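Luminescence read-out of NPC1 promoter-driven luciferase in stably transfected Huh7 cells; compounds delivered in DMSO and left 24 h at 37C, 5% CO2, qHTS titration format.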
BRCA1 expr up – BRCA1 expression activation. Potency, µM (doses to about 46.1 µM), for inactives: top-dose activation, actives largely listed as activators. 1.1% of 380,000 active. AID 624202. MCF7-BRCA1-FFLuc reporter, luminescence, 48 h; response scale: scaled: vehicle 0%, 10 µM genistein 100%; also: nearly all actives have a fitted effect of over 80% in size; some results filed as inactive show a strong effect at the top dose
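Compounds are tested at multiple concentrations on MCF7 BRCA1-luciferase reporter cells seeded at 2000 per well; after 48 h, a single luminescence end-point is taken and curves fitted to the normalized data.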
ELG1 genotoxic – induces genotoxicity in HEK293T cells with luciferase-tagged ELG1. HEK293T ELG1-luciferase reporter, luminescence, 16 h. Potency, µM (titrated, usually from 46 µM), without a hit: at the top dose activity change, positive = activation, hits mostly activators. 1.3% of 330,000 active. AID 504466; also: % of control where 0% means no effect; nearly all actives have a fitted effect of over 60% in size
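16 hr compound incubation (37 °C, 5% CO2) of HEK293T cells carrying luciferase-tagged ELG1; luciferase then measured by ONE-Glo luminescence after 30 min at RT.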
* hit, by the source's call; ? = inconclusive; / = no result given; [ ] = dose if it differs, or a comment. Unless noted, calls follow the shape of the dose curve; as a rule, active = well fitted curve in the direction sought with a large enough effect; inconclusive = small, poorly fitted or top-dose-only effect, or another doubt; inactive = no such curve, though single readings can be large; an effect the other way counts as inactive or inconclusive. Potency is read from the fitted curve at half-maximal effect.

SMILES | p53 reactivation | FLuc counter | RORgamma inh | Rab9 promoter act | VP16 counter | uPA generation | MBNL1 CUG block | NPC1 promoter act | BRCA1 expr up | ELG1 genotoxic
CCN(CC)C(=O)c1ccc(S(=O)(=O)NCc2cccnc2)cc1 | 3% | 1% | 3% | -1% | ? | -3% | 17% | -2% | -38% | -6%
COn1c(-c2ccc(C)cc2)nc2ncccc21 | 4% | ? | -1% | -1% | 0% | -4% | 2% | -1% | 28% | 6%
CCc1ccc([C@@H]2CC=C(C(=O)O)[C@H](c3ccc(C)cc3)N2S(=O)(=O)c2ccc(C)cc2)cc1 | 2% | / | / | / | / | 4% | / | / | 6% | -6%
COc1ccc2[nH]c3c(c2c1)CCN1C(=O)C(CC(=O)NCCCN(C)C)C[C@H](C(=O)N2CCCCC2)[C@@]31C (stereo not given in full) | 3% | / | / | / | / | 2% | / | / | 0% | 8%
CCc1nc2ccc(C(=O)NCCCN3CCN(c4ccc(F)cc4)CC3)cc2nc1CC | 3% | 2% | 1% | 0% | -1% | -1% | 0% | -6% | -28% | -5%
CCOC(=O)N1CCN(C(=O)c2ccc(OC)c(OC)c2)CC1 | -2% | 0% | 1% | 5% | -6% | 1% | -5% | -2% | 0% | 1%
CC(C)(C)C(=O)NC(=S)NNC(=O)C(c1ccccc1)c1ccccc1 | 0% | -2% | 2.8µM* | -11% | 11µM* | -8% | -1% | -8% | -45% | 10%
Cc1ccc(C2CC(c3ccco3)=NN2S(C)(=O)=O)cc1 (stereo not given) | 30% | ? | 32% | 0% | 1% | 4% | 3% | 16% | 80% | 12%
O=C(COC(=O)Cn1cc(C(F)(F)F)ccc1=O)Nc1ccccc1 | 15% | 6% | / | -3% | / | -22% | / | -4% | 14% | 0%
COc1cccc(/C=N/NC(=O)c2ccc(N3CCCC3=O)cc2)c1 | 5% | ? | -26% | -8% | -15% | -11% | 8% | -24% | -28% | 0%
Cc1[nH]c2ccccc2c1C(=O)COC(=O)Cn1c(C)nc2ccccc21 | -10% | 2% | ? | 1% | -22% | -5% | 1% | 0% | -10% | -5%
CCc1cc(SC#N)cc(C)c1NC(=O)CCl | -19% | -1% | -44% | -7% | 0% | -7% | 11% | -3% | -103%[inhibitor] | 0%
CCOc1ccc(NC(=O)CC2C(=O)N(c3cccc(OC)c3)C(=O)N2CCOC)cc1 (stereo not given) | -4% | -3% | 40% | 7% | 4% | -5% | 1% | 0% | -2% | 0%
O=C1N(c2cccc(Cl)c2)C(c2ccccc2)N2CCCN12 (stereo not given) | -1% | 6% | -25% | 0% | 5% | -2% | -6% | -2% | -26% | 0%
O=C(CN(Cc1ccc(F)cc1)C(=O)C1CSC(=O)C1)NC1CCCCC1 (stereo not given) | 0% | 3% | -14% | 0% | -2% | -5% | 8% | -3% | 0% | -1%
CCOc1ccc(C(=O)CCC(=O)N2CCC(C(=O)OC)CC2)cc1 | -1% | 3% | 4% | 0% | 2% | 11% | 4% | 0% | 13% | -2%
CCC(CC)C(=O)NCCCN1CCOCC1 | 7% | 7% | 7% | -4% | -3% | -3% | -9% | -8% | 5% | -1%
COc1ccc(OC)c(-c2cc(C(=O)Nc3c(C)nn(Cc4ccccc4Cl)c3C)no2)c1 | -25% | 6% | ? | -2% | -6% | / | -10% | -10% | -54% | -11%
CCCCN(CC)S(=O)(=O)c1ccc(C(=O)N(CCCN(C)C)c2nc3cc(C)cc(C)c3s2)cc1 | 5% | -3% | 11µM* | -7% | ? | -3% | 0% | -6% | -80%[inhibitor] | 9%
O=C(CCc1ccccc1)NC1(Cc2ccccc2)CCN(CCc2cccs2)C1=O (stereo not given) | 0% | 1% | / | -5% | / | 1% | / | -4% | -12% | -6%
O=CNCc1nc2ccccc2n1CCc1ccccc1 | 0% | -4% | 1% | -3% | -5% | -2% | -5% | -8% | 0% | 0%
O=C(Nc1ccc(S(=O)(=O)N2CCOCC2)cc1)C1CC(=O)N(c2ccc(F)cc2)C1 (stereo not given) | 0% | -1% | 43% | -6% | 2% | 0% | -4% | -1% | -1% | -5%
O=C(Nc1nc(-c2ccc(F)cc2)cs1)c1cccc(N2C(=O)CCC2=O)c1 | / | ? | / | 4% | / | -10% | 366%[activator] | 13% | -28% | -6%
COc1ccccc1-c1oc2ccccc2c1C#CCCO | -10% | ? | / | -1% | / | 1% | / | -1% | -6% | 0%
Cc1oc(-c2ccccc2)nc1C(=O)OCC(=O)NC(C)c1ccccc1 (stereo not given) | -1% | -5% | / | 11% | / | 16% | / | 2% | -11% | -1%
O=C(COC(=O)c1cc(S(=O)(=O)N2CCOCC2)ccc1Cl)Nc1ccccc1Cl | -9% | 2% | / | -3% | / | -6% | / | 1% | -3% | -1%
COc1ccccc1C(=O)N/N=C(\C)c1ccc(NC(=O)C2CC2)cc1 | -5% | -1% | ? | -1% | -2% | -12% | 10% | -1% | 4% | 5%
CC(C)[C@H](NC(=O)NC1CCN(Cc2ccccc2)CC1)C(=O)O | 0% | 0% | -6% | -1% | 2% | 4% | -2% | -9% | 5% | -3%
Cc1ccc(-n2c(CNc3cccc(Cl)c3)n[nH]c2=S)cc1 | -6% | -15% | ? | -5% | -15% | 4% | -6% | 6% | -10% | -4%
Cc1nn(C)cc1CNCc1c(C(=O)N2CCCCC2)nc2c(C)cccn12 | -1% | 3% | -43% | -7% | 10% | 2% | -4% | 0% | 0% | 2%

In the list so far, 2 contain a furan ring, fused or not.
SMILES | p53 reactivation | FLuc counter | RORgamma inh | Rab9 promoter act | VP16 counter | uPA generation | MBNL1 CUG block | NPC1 promoter act | BRCA1 expr up | ELG1 genotoxic
Cc1ccc(C2CC(c3ccco3)=NN2S(C)(=O)=O)cc1 (stereo not given) | 30% | ? | 32% | 0% | 1% | 4% | 3% | 16% | 80% | 12%
COc1ccccc1-c1oc2ccccc2c1C#CCCO | -10% | ? | / | -1% | / | 1% | / | -1% | -6% | 0%

New compounds follow:
SMILES | p53 reactivation | FLuc counter | RORgamma inh | Rab9 promoter act | VP16 counter | uPA generation | MBNL1 CUG block | NPC1 promoter act | BRCA1 expr up | ELG1 genotoxic
COc1cccc(CNC(=O)CCCN2C(=O)C(c3ccccc3)Oc3cccnc32)c1OC (stereo not given) | -11% | 5% | 27% | -2% | -3% | 4% | 6% | -2% | -4% | -2%[9.26 µM]
COc1ccccc1C(=O)Oc1ccc(C(C)(C)C)cc1 | 0% | 6µM* | 42% | 4% | 4% | -2% | -1% | -1% | 2% | 4%
Cc1cc(C)c2nc(Cl)c(CN(Cc3ccco3)C(=O)Nc3ccccc3C)cc2c1 | 9% | ? | ? | -22% | -27% | ? | -11% | -24% | -91% | 2%
Cn1nc(C(=O)NCc2ccccn2)c2ccccc2c1=O | -3% | -2% | 3% | -3% | 7% | -2% | 3% | -2% | -7% | 0%
Nc1n[nH]c(=S)n1/N=C1/C(=O)Nc2ccccc21 | 7% | 15µM* | -2% | -2% | -18% | 8% | ? | 0% | -1% | 0%
CCN(CC)C(=O)c1ccc2c(c1[N+](=O)[O-])C(=O)c1ccccc1C2=O | ? | 3% | ? | 2.2µM* | 3% | / | ? | 2.8µM* | / | ?
COC(=O)c1ccc(CNC(=O)Cn2cnc3c(NCc4ccccc4)ncnc32)cc1 | -6% | / | / | / | / | -21% | / | / | 0% | 19%
COc1ccc(-c2nc3ccccc3n2Cc2ccccc2)cc1 | 1% | ? | 4µM* | 5% | ? | 4% | -13% | -1% | -17% | 2%
CC1CCc2c(sc3nc(SCC(=O)O)n(-c4ccccc4)c(=O)c23)C1 (stereo not given) | 2% | 21µM* | 4% | 2% | 10% | -1% | -4% | 13% | -2% | -1%
Cc1ccccc1NC(=O)CSc1nnc(-c2ccoc2C)n1CCc1ccccc1 | -23% | 0% | 28% | 2% | 3% | 6% | 5% | 0% | -8% | -9%
Cc1cc(C)n2nc(C(=O)OCC(=O)Nc3ccc4c(c3)OC(F)(F)O4)nc2n1 | -3% | -1% | -3% | -1% | 3% | -5% | 0% | 1% | -5% | 3%
CC[C@@]1(C(=O)OC)N[C@H](CN(C)S(=O)(=O)c2ccc(-c3ccccc3)cc2)[C@@H]2C(=O)N(Cc3ccccc3)C(=O)[C@@H]21 | -3% | / | / | / | / | 13% | / | / | 0% | 3%
O=C(N/N=C/c1ccco1)c1cc(-c2cccs2)[nH]n1 | 13% | ? | ? | 2% | 25% | ? | ? | -2% | 15% | 1%
CCN(CC(=O)NCc1ccc(Cl)cc1)C(=O)COc1ccc(C)cc1C | -3% | 6% | 21% | 6% | -17% | -12% | -6% | -2% | -31% | -8%
Cc1cc(NC(=O)CSc2nnc(C3COc4ccccc4O3)n2C)no1 (stereo not given) | 1% | -4% | -3% | 5% | -5% | 4% | -11% | 0% | -6% | -1%
CCCCCCC(=O)NCC(=O)OCC(=O)c1ccccc1 | 1% | 4% | -9% | -8% | -11% | 6% | 0% | 12% | -12% | 0%
O=C(Nc1nc(-c2cccc([N+](=O)[O-])c2)cs1)c1cccc([N+](=O)[O-])c1C(=O)O | 2% | -19% | 22% | 1% | 3% | 5% | ? | 0% | 12% | 6%
CC(=O)c1cn(CC(=O)Nc2ccc(C)cc2)c2ccccc12 | 0% | 1% | -8% | -19% | -4% | -4% | -4% | -12% | 40% | 1%
Cc1c(NC(=O)COC(=O)c2ccc(F)c(S(=O)(=O)N3CCOCC3)c2)c(=O)n(-c2ccccc2)n1C | 0% | -5% | -7% | -1% | -15% | 3% | -9% | -2% | -16% | 1%
